From PubChem
RXFP1 agonist: RXFP1 (human) receptor agonism; HEK293T-RXFP1 cAMP TR-FRET, 30 min; response scale: percent of porcine relaxin response, buffer zero; Potency, µM (titrated, usually from 57.5 µM), inactives show at the top dose activation, actives largely listed as activators; 370,000 tested, 0.3% active; active = well fitted activation curve with a large enough effect; inconclusive = small, poorly fitted or top-dose-only effect; also: potency is read from the fitted curve at half-maximal effect; % is scaled to controls: 0 for no effect and ±100 for the full control effect; nearly all actives have a fitted effect of over 60% in size; many of its hits are not listed in these tables
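HEK293 cells stably expressing RXFP1, treated 30 min at 37C with compounds plus PDE4 inhibitor Ro 20174; cAMP measured by HTRF TR-FRET. Normalized to buffer and 29 nM porcine relaxin; EC50 by Hill fit.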
D2 agonist: agonists of human D2 dopamine receptor. HEK293 T-REx D2 cells, calcium flux agonist mode. activation, % at 2 µM. 340,000 tested, 0.53% active. AID 485358;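 active = activation over 3 SD above normal in the single-dose calcium agonist read, cut at about 30% in these data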; also: 0% is about no effect
Target sequence (P14416 whole entry, looked up): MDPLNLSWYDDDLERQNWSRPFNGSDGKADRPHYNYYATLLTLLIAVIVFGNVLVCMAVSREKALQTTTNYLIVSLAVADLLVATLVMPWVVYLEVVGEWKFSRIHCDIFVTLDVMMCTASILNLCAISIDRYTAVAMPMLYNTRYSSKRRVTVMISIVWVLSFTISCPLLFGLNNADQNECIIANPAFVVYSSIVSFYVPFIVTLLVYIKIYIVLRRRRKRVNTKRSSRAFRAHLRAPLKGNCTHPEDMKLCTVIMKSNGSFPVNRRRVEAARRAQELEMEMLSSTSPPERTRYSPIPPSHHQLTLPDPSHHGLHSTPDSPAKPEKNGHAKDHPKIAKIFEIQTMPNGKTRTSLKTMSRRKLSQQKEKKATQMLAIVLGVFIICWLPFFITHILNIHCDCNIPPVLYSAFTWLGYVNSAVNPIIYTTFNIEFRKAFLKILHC
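In this primary screen, compounds producing a positive calcium signal within 180 s of addition to tetracycline-induced, force-coupled HEK293 Trex D2 cells are flagged; cells are dye-loaded with a no-wash calcium kit beforehand.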
D2 antagonist: antagonists of human D2 dopamine receptor; inhibition, % at 10 µM; 340,000 tested, 2% active; HEK293 TREx D2 cells, calcium flux, dopamine EC80; P14416; in the data active = inhibition above about 30%; also: 0% is about no effect
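Compounds are added to dye-loaded, induced HEK293 T-REx cells coupled to calcium release via D2; after a 3 min kinetic read an EC80 dopamine stimulus is given and fluorescence is recorded for 3 more min.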
D1 antagonist: blocks dopamine activation of the human D1 receptor; P21728; HEK293 TREx D1 cells, calcium flux, dopamine EC80; stronger effect = lower value; activity change, negative = inhibition, % at 10 µM; 360,000 tested, 3.2% active; in the data active = activity change below about -30%; also: % is scaled to controls: 0 for no effect and ±100 for the full control effect
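Allosteric or orthosteric antagonism assessed as attenuation of the calcium response to EC80 dopamine, added 180 s after compound, in induced HEK293 Trex D1 cells loaded with no-wash calcium dye.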
TRHR enhancer: allosterically enhances the human TRH receptor | P34981 | TRHR cells, fluo-8 calcium fluorescence, EC20 TRH enhancement | 360,000 tested, 0.66% active | enhancement, % at 2 µM; in the data active = enhancement above about 30%; also: 0% is about no effect
Target sequence (P34981 whole entry, looked up): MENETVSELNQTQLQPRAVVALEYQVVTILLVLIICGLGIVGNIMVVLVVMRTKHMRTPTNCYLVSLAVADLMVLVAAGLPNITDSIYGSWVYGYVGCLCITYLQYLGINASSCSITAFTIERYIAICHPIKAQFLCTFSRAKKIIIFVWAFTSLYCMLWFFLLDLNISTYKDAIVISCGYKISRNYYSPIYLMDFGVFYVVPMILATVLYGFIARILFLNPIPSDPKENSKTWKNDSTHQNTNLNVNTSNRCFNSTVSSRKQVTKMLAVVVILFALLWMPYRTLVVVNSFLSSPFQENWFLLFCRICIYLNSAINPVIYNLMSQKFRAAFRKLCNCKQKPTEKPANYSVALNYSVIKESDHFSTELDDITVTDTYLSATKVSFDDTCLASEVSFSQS
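Enhancer read-out: after compound pinning and an initial kinetic agonist-mode read, an EC20 of TRH (10 nM final) was injected and fluo-8 calcium signal (Ex 480/Em 530) followed at 1 s/cycle for 100 cycles in TRHR-expressing cells.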
D2 PAM: D2 dopamine receptor (human) potentiation; P14416; 340,000 tested, 0.34% active; potentiation, % at 10 µM; HEK293 T-REx D2, calcium flux, EC20 dopamine potentiation;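 active = potentiation over 3 SD above the plate norm, cut at about 30% in these data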; also: 0% is about no effect
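Primary screen. Calcium kinetics in induced HEK293 T-REx D2 cells: compound pre-addition 180 s, EC20 dopamine, 180 s more.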
RXFP1 antagonist: blocks the human relaxin receptor RXFP1. Q9HBX9. HEK293-RXFP1, relaxin-stimulated cAMP HTRF, 30 min; stronger effect = lower value. activity change, negative = inhibition, % at 57.5 µM. 350,000 tested, 0.59% active;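 active = activity change of -60% or lower, but not beyond a set lower limit; inconclusive = change between -60% and -40%, or beyond the set limit; inactive = change above -40%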; also: % is scaled to controls: 0 for no effect and ±100 for the full control effect
D1 PAM: enhances dopamine response at the human D1 receptor; P21728; HEK293 TREx D1 cells, calcium flux, dopamine EC20 potentiation; potentiation, % at 10 µM; 360,000 tested, 0.036% active; AID 504651; in the data active = potentiation above about 30%; also: 0% is about no effect
D1 agonist: human D1 receptor agonism. HEK293 T-REx D1 cells, calcium flux, agonist mode. P21728. 360,000 tested, 1% active. activation, % at 2 µM. AID 504660; in the data active = activation above about 30%; also: 0% is about no effect
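Tetracycline-induced HEK293 TREx D1 cells, force-coupled to calcium signalling, were dye-loaded with a no-wash calcium kit. Compound was pin-added after a 10 s baseline. Fluorescence was read kinetically at 1 cycle/s for 180 s, with calcium rises flagged as agonism.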
Starred values were filed as active, the others as inactive; ? = inconclusive; . = not tested or not shown; & = joins results of further samples. A portion of the library; rates above refer to the full screens.

mol	RXFP1 agonist	D2 agonist	D2 antagonist	D1 antagonist	TRHR enhancer	D2 PAM	RXFP1 antagonist	D1 PAM	D1 agonist
Cc1cc(=O)oc(C)c1C(=O)Nc1cnc2ccccc2c1	7.7%	-1.2	-1	-9	-2	2	3	-3	3
CCOC(=O)c1sc(CS(=O)(=O)c2ccc(Cl)cc2)nc1C	0.7%	.	.	-3	-2	.	6	-4	2
CC(C)c1ccccc1NC(=S)N1CCN(S(=O)(=O)c2cccs2)CC1	1.3%	3.0	-5	8	-8	4	16	-6	2
CCc1noc(C)c1C(=O)N1CCCC(C(=O)c2cc(F)ccc2F)C1 (stereo not given)	-0.3%	-1.5	-2	-15	-4	9	1	2	0
CCC(=O)Nc1sccc1C(=O)OC	4.4%	-0.2	1	14	2	-1	9	-3	1
c1ccc(COc2cccc(CN3CCN(c4ccccn4)CC3)c2)cc1	0.8%	0.0	-20	4	-7	-8	-4	-10	0
CCCCNC(=O)COC(=O)c1c2c(nc3ccccc13)/C(=C/c1cccs1)CC2	9.9%	.	.	-1	0	.	-27	-5	7
O=C1CC(/C=C/c2ccncc2)=Nc2ccccc2N1	2.5%	-0.1	5	-2	5	-5	2	-4	3
CCCCC1(CC(=O)OC)C(=O)N(c2ccccc2)N(c2ccccc2)C1=O	-1.4%	-2.1	-5	-3	9	0	-10	-2	1
CC(C)c1nc(CNC(=O)C2CCC(=O)N(Cc3ccc(Cl)cc3)C2)no1 (stereo not given)	-2.0%	-0.3	7	-4	-1	1	1	-1	1
CN(Cc1c(F)cccc1Cl)C(=O)c1cccc(S(=O)(=O)NCc2ccccc2)c1	2.7%	-1.0	1	1	-7	-3	-10	-6	5
Cc1cc(C)c(S(=O)(=O)NCC2CCC(C(=O)NCCCN3CCOCC3)CC2)c(C)c1 (stereo not given)	0.2%	0.3	1	-2	12	1	0	2	0
Cc1ccc(S(=O)(=O)Oc2ccc(/C=N/NC(=O)c3cccnc3)cc2)cc1	-0.1%	0.6	2	3	4	9	?	4	0
Cn1c(C(=O)Nc2ccc3c(c2)OCO3)cc2sccc21	2.0%	-1.1	-4	7	-2	1	-2	-10	-2
CCn1c(NC(=O)c2ccc(C)cc2)c2ccccc2nc1=O	1.8%	2.5	-10	-6	-2	-1	.	-2	0
CC(=O)c1n[nH]nc1Nc1nc(C)cc(C)n1	2.1%	0.3	8	7	4	9	15	3	4
CC(=O)c1cc(-c2ccccc2)n(CC(=O)Nc2ccc(C)c(C)c2)c1C	-0.5%&1.8%	-0.1&-0.4	5	-2&-6	-1&28	7&-3	-17&-15	-2&-1	3&1
CCOC(=O)c1ccc(NC(=O)C2CC(=O)NC(=Nc3ccc(C)c(C)c3)S2)cc1 (stereo not given)	2.9%	-1.4	.	-1	7	-1	.	-2	3
NNc1nc(Nc2ccc([N+](=O)[O-])cc2)nc(N2CCCCCC2)n1	-0.9%	2.0	-2	3	3	5	4	-4	3
Cc1onc(-c2ccccc2Cl)c1C(=O)Nc1cccc(S(=O)(=O)NC2=NCCC2)c1	-0.7%	-0.6	5	6	10	1	-8	-3	1
CCN(CC)CCNC(=O)c1ccc(Cl)c(S(=O)(=O)Nc2ccccc2OC)c1	0.0%	-0.1	1	4	-6	-22	-10	1	0
COc1ccc(NC(=O)CN2C(=O)C(C)(C)c3cc(S(=O)(=O)N4CCCCC4)ccc32)cc1Cl	-0.1%	1.2	.	-2	-2	8	-9	7	5
O=C(Nc1ccc(O)cc1)C1CCCO1 (stereo not given)	1.8%	1.5	-7	3	6	2	-6	2	4
O=C(CSc1nnc(Cc2cc(=O)[nH]c(=O)[nH]2)n1-c1ccc(Cl)cc1)NCC1CCCO1 (stereo not given)	1.3%	0.7	2	2	19	-13	1	-1	2
Cc1ccc(C(=O)NCCS(=O)(=O)N2CCN(c3ccccc3F)CC2)cc1[N+](=O)[O-]	0.3%	-1.3	-15	11	-3	1	-17	-9	0
O=C(Cc1csc(-c2ccccc2)n1)NCc1ccccc1F	1.1%	-0.2	4	9	4	-5	.	-3	0
CCCCCOc1ccc(C(=O)CCC(=O)N2CCCC2)cc1	-0.8%	-0.3	2	-7	-2	8	13	-7	36*
Cc1ccc(C(=O)c2oc3ccccc3c2NC(=O)COc2ccccc2C)cc1	23%	-0.1	.	5	0	-8	.	2	3
c1csc(-c2nc(N3CCOCC3)c3ccccc3n2)c1	4.3%	-2.4	2	7	4	.	-13	1	0
CC(C)(C)[C@H]1C=C(C(=O)NC2CC2)O[C@@H](OCCCCO)C1	-2.5%	0.0	4	6	-1	13	.	0	-4
COc1ccc(NC(=O)Cc2nnc(SCC(=O)NC3CCCCC3C)n2C)cc1 (stereo not given)	1.4%	-0.8	-10	4	4	17	17	1	3
Cc1c(C=O)c2ccccc2n1CCOc1ccccc1F	0.9%	0.5	-7	-14	0	12	3	-2	11
CC(=O)N(CCCN1CCOCC1)Cc1ccncc1	0.5%	.	.	1	-6	.	4	-2	2
COc1ccc(C(CNC(=O)c2ccc(N3CCCC3=O)cc2)N(C)C)cc1 (stereo not given)	1.5%	-0.3	-15	7	0	4	-2	3	2
CC(=O)N1CC=CC1(CC(C)C)C(=O)NCCc1c[nH]c2ccccc12 (stereo not given)	0.1%	0.6	1	-5	-9	0	.	-5	-4
Cc1ccc(S(=O)(=O)N2CCOCC2)cc1C(=O)c1nccn1C	1.2%	-0.2	10	9	2	1	-13	-3	8
Cc1ccc(C(=O)CSC2=C(C#N)C(c3ccco3)C3=C(CC(C)(C)CC3=O)N2)cc1 (stereo not given)	-1.7%	-2.2	-12	-6	-1	10	-4	4	4
BrC(/C=N/Nc1nc(N2CCOCC2)nc(N2CCOCC2)n1)=C/c1ccccc1	-2.6%	1.1	9	3	0	13	-10	0	2
COc1cc2c(cc1OC)C1=C(C#N)CCC(=O)N1CC2	2.2%	0.5	3	-13	10	15	8	-4	0
CC(=O)c1c(C)n(-c2ccccc2)c2ccc(O)cc12	-0.3%	.	.	-38*	4	9	-16	-6	0
Cc1cccc(-c2noc(-c3ccccc3OCC(=O)Nc3ccccc3[N+](=O)[O-])n2)c1	-2.8%	-1.8	.	5	4	10	.	-3	2
CCOc1ccc(NS(=O)(=O)c2ccc(C)c(C(N)=O)c2)cc1	-0.9%	-2.3	-18	-17	-3	6	-2	-2	3
O=S(=O)(c1cccc(C(F)(F)F)c1)N1CCN(c2nc(-c3cccs3)nc3cc(Cl)ccc23)CC1	.	.	.	30	0	.	.	4	2
O=C(C1CCCO1)N1CCN(C(=S)Nc2ccc(Cl)cc2Cl)CC1 (stereo not given)	0.5%	0.6	-11	6	8	8	-17	-4	2
O=C(c1c[nH]c2ccccc12)N1CCN(Cc2ccccc2)CC1	-2.5%	-9.6	29	6	0	-23	9	-3	3
CCn1c(SCc2ccccc2)nc2c(c1=O)SCC2	-0.9%	-1.6	-1	-16	3	2	-22	-4	0
CC1CC(NC(=O)CCn2c(=O)oc3ccccc32)CC(C)(C)C1 (stereo not given)	0.4%	0.1	14	-1	-9	3	0	-10	3
O=C(C1=C[C@@H](c2ccc(C(F)(F)F)cc2)C[C@@H](OCCCCO)O1)N1CCN(Cc2ccccc2)CC1	0.4%	-0.1	-5	-7	15	10	.	0	-4
C/C(CC(=O)Nc1cccc(C(F)(F)F)c1)=N\NC(=O)C1CCCCC1	0.9%	-0.4	2	-11	-3	-7	-17	-6	5
COc1cccc(CN(C)C(=O)Cc2c[nH]c3ccccc23)c1	-1.0%	-1.0	4	-6	-4	-7	5	2	3

Further compounds.
mol	RXFP1 agonist	D2 agonist	D2 antagonist	D1 antagonist	TRHR enhancer	D2 PAM	RXFP1 antagonist	D1 PAM	D1 agonist
Cc1ccccc1N(C(=O)CNC(=O)c1ccco1)C(C(=O)NC1CCCCC1)c1cccnc1 (stereo not given)	2.7%	-2.4	1	24	1	.	-12	-6	3
COc1ccc(N2CCN(C(=O)c3cccn4c(=O)c5ccccc5nc34)CC2)cc1	0.8%	-0.2	10	0	12	.	-19	-2	1
COc1cccc(NC(=O)Cn2c(=O)n(CC(=O)NCCc3ccccc3)c(=O)c3sccc32)c1	20%	0.8	.	-4	-5	26	4	1	10
CCC(=O)Nc1cc(Cl)ccc1N1CCN(C(=O)CC)CC1	0.0%	.	.	1	6	.	-10	-2	0
N#CCSc1nc2cc(C(=O)N3CCC(C(N)=O)CC3)ccc2c2nc3ccccc3n12	8.2%	0.6	5	10	-5	-4	-3	-1	1
CCC(C)NC(=O)CCC(=O)NNc1nc2ccccc2c2nc(C)nn12 (stereo not given)	12%&0.6%	0.0&0.2	2	3&3	13&0	1&2	4	1&-9	1&0
CNc1cccc2c1C(=O)c1ccccc1C2=O	0.0%	0.2	-5	-4	-8	-24	-11	5	0
O=C(COc1ccc(Cl)cc1)N(Cc1ccccc1)c1nc(-c2ccccc2)cs1	-0.6%	1.0	-1	-4	-1	-7	-1	-7	3
O=C(COC(=O)CSCc1ccccc1)NCc1ccccc1	2.5%	-1.6	-27	11	2	9	-6	2	1
O=C(COC(=O)c1ccc2c(=O)n3c(nc2c1)CCC3)Nc1ccccc1F	0.9%	-0.8	-9	4	-3	0	-8	-1	5
COc1ccc(CCNC(=O)CS(=O)Cc2nc(-c3ccc(C)cc3)oc2C)c(OC)c1 (stereo not given)	-1.0%	.	.	-13	-5	-12	2	-5	0
c1cc(-c2nnc3n2CCC3)[nH]n1	-0.6%	-1.0	-1	10	4	6	24	0	2
Cc1ccccc1Nc1nc(N)nc(CN2CCN(c3ccccn3)CC2)n1	0.7%	38*	14	-6	0	-20	-11	-4	2
CCC(C)NS(=O)(=O)c1ccc(NC(C)=O)cc1 (stereo not given)	0.6%	0.5	-23	22	-4	-2	5	2	2
O=C(O)C1C2CCC(O2)C1C(=O)Nc1ccc(F)c(Cl)c1 (stereo not given)	0.5%	.	.	6	-2	11	-2	-4	-2
Cc1ccc(C)c(S(=O)(=O)c2cn(C)c3cc(N4CCCCC4C)c(F)cc3c2=O)c1 (stereo not given)	6.9%	-0.1	.	11	37*	-8	?	2	3

Marked active in D1 antagonist (from the list above):
structure	D2 antagonist	D1 antagonist	TRHR enhancer	D2 PAM	RXFP1 antagonist	D1 PAM	D1 agonist
CC(=O)c1c(C)n(-c2ccccc2)c2ccc(O)cc12	.	-38*	4	9	-16	-6	0

Quoted from the listing:
Entry for CCC(C)NC(=O)CCC(=O)NNc1nc2ccccc2c2nc(C)nn12 (stereo not given) under D1 agonist: 1&0
Entry for COc1ccc(N2CCN(C(=O)c3cccn4c(=O)c5ccccc5nc34)CC2)cc1 under D1 antagonist: 0
